# PI4K2A block: qHTS for small molecular inhibitors of PI4K2A; Phosphatidylinositol 4-kinase type 2-alpha (Homo sapiens), Q9BTU6; purified PI4K2A, ADP-Glo luminescence, 1 h; active compounds read low; activity change, negative = inhibition, % at 76.9 µM; 0.13% of 420,000 active; AID 1346378, 2018; in the data active = activity change below about -50%; inconclusive = mostly about -30% to -49%;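 also: -100% = wells without enzyme as full effect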
# Target sequence (Q9BTU6 whole entry, looked up): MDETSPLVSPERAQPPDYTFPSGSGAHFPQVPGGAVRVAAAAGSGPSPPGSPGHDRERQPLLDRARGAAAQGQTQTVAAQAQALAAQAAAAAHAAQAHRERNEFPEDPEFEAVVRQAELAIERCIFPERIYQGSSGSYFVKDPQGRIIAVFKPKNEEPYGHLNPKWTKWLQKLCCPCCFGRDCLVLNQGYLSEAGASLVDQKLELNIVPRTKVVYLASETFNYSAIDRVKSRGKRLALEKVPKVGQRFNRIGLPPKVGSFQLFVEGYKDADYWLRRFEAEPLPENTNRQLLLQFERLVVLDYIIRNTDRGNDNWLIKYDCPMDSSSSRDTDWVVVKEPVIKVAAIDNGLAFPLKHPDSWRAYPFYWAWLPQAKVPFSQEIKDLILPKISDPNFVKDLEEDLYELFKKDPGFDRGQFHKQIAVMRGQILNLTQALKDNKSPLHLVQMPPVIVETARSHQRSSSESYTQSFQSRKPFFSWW
#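 ADP-Glo luminescence measured ADP generated by PI4K2A enzyme (4 ug/mL before mixing) with 1.2 mM PI substrate (pre-mix) and 300 microM ATP (pre-mix). Tris pH7.5 buffer with MgCl2, Triton X-100; 1 h reaction at ambient temperature.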
# Tb PGK inh: qHTS Assay to Find Inhibitors of Phosphoglycerate Kinase. Phosphoglycerate kinase, glycosomal (Trypanosoma brucei brucei), P07378. PGK/GAPDH coupled, Kinase-Glo luminescence, 60 min. Potency, µM (series often up to 57.5 µM), without a hit: at the highest dose activity change, negative = inhibition, most hits filed as inhibitors. 0.043% of 380,000 active; also: potency is read from the fitted curve at half-maximal effect; % is scaled to controls: 0 for no effect and ±100 for the full control effect; nearly all actives have a fitted effect of over 60% in size
#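 Luminescent ATP detection (Kinase-Glo Plus) follows a 60-minute room-temperature incubation, with wells lacking PGK as controls. Buffer: 100 mM TEA (pH 7.6), 5 mM MgCl2, 0.01% Tween-20. Coupling enzyme GAPDH (100 nM final) supplies unstable 1,3-BPG in-well.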
# mIDH1 inhibitor: qHTS for Inhibitors of mutant isocitrate dehydrogenase 1 (IDH1): qHTS | Isocitrate dehydrogenase [NADP] cytoplasmic (Homo sapiens), O75874 | IDH1-R132H enzyme, NADPH consumption, diaphorase/resazurin fluorescence | Potency, µM (titrated, usually from 76.6 µM), inactives show at the highest dose activity change, negative = inhibition, usual class: inhibitors | 0.093% of 390,000 active | AID 602179, 2012; also: potency is read from the fitted curve at half-maximal effect; % is scaled to controls: 0 for no effect and ±100 for the full control effect; nearly all actives have a fitted effect of over 65% in size
# Target sequence (O75874 whole entry R132H, stated change not applied): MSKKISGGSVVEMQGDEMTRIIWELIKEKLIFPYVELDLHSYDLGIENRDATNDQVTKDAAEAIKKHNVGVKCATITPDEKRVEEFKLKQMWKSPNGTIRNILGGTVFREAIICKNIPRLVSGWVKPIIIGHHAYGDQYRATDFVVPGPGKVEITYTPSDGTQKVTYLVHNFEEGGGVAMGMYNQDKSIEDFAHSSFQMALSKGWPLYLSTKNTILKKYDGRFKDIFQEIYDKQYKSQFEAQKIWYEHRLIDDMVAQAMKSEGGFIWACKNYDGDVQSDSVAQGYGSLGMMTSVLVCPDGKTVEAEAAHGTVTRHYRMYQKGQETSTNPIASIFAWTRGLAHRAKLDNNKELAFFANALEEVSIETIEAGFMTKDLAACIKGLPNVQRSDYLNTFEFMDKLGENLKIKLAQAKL
#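 IDH1-R132H (0.5 ug/mL dispensed) in pH 7.5 Tris buffer was preincubated 30 min with compound, then given a substrate mix of 0.016 mM NADPH and 2 mM alpha-KG for 80 min at room temperature; remaining NADPH was read by diaphorase/resazurin fluorescence.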
# USP1 inh: Inhibitors of USP1/UAF1: Primary Screen. Ubiquitin carboxyl-terminal hydrolase 1 (Homo sapiens), O94782. recombinant USP1/UAF1, Ub-Rhodamine cleavage fluorescence. Potency, µM (titrated, usually from 57.1 µM), for the others: top-dose activity change, negative = inhibition, usual class: inhibitors. 0.23% of 390,000 active. AID 743255, 2014; also: potency is read from the fitted curve at half-maximal effect; % is scaled to controls: 0 for no effect and ±100 for the full control effect; nearly all actives have a fitted effect of over 60% in size; inactives centre near -12
#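 High-throughput fluorogenic screen: 1nM USP1/UAF1 complex, Ub-Rho substrate 150nM final, 50mM HEPES pH 7.8 with 0.5mM EDTA, 0.1 mg/ml BSA, 1mM TCEP and 0.01% Tween-20.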
# Pin1 inhibitor: qHTS Assay to Find Inhibitors of Pin1. Pin1 FP peptide displacement, HiFluor488, 10 min. Potency, µM (series often up to 115 µM), inactives show top-dose activity, negative = inhibition, actives largely listed as inhibitors. 0.009% of 390,000 active. Peptidyl-prolyl cis-trans isomerase NIMA-interacting 1 (Homo sapiens), Q13526. AID 504891, 2011; active = well fitted inhibition curve with a large enough effect in the polarisation, with a control signal flat, not every such curve was filed as active; inconclusive = small, poorly fitted or top-dose-only effect, or effect the other way, or a change in a side signal; inactive = no such curve, though single readings can be large or run the other way; the % refers to the polarisation; also: potency is read from the fitted curve at half-maximal effect; % is scaled to controls: 0 for no effect and ±100 for the full control effect
# Target sequence (Q13526 whole entry, looked up): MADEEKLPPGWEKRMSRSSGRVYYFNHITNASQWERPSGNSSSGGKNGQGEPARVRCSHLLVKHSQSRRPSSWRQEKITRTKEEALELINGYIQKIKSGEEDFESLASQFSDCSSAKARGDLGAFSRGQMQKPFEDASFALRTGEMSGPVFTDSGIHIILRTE
# rTrxR1 inhibitor: qHTS Assay for Inhibitors of Mammalian Selenoprotein Thioredoxin Reductase 1 (TrxR1): qHTS; Thioredoxin reductase 1, cytoplasmic (Rattus norvegicus), O89049; recombinant rTrxR1, NADPH fluorescence consumption, selenite substrate; Potency, µM (highest dose often 114 µM), inactives show at the highest dose activity change, negative = inhibition, most hits filed as inhibitors; 1% of 390,000 active; also: potency is read from the fitted curve at half-maximal effect; % is scaled to controls: 0 for no effect and ±100 for the full control effect; nearly all actives have a fitted effect of over 65% in size
#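 Rat TrxR1 (90 nM in the dispensed reagent) was pre-reduced with 400 uM NADPH for 5 min at room temperature, then incubated with compound for 15 min. After 400 uM selenite was added, NADPH fluorescence (Ex 340/Em 450 nm) was followed for 8 min.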
# HP1b binding inh: HTS for Inhibitors of HP1-beta Chromodomain Interactions with Methylated Histone Tails; AlphaScreen HP1-beta / biotin-H3K9me3 peptide binding; Potency, µM (top dose mostly 114 µM), inactives show top-dose activity change, negative = inhibition, usual class: inhibitors; 0.56% of 390,000 active; AID 540317, 2011; also: potency is read from the fitted curve at half-maximal effect; nearly all actives have a fitted effect of over 70% in size; inactives centre near 23
#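 HP1-beta protein (50 nM final) preincubated 30 min at room temperature with biotinylated H3(1-18)K9me3 peptide (50 nM) in PBS pH 7.4, 0.01% Tween-20, then compound added for 30 min. AlphaScreen streptavidin donor/nickel chelate acceptor beads (10 ug/mL final), 30 min dark, luminescence read.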
# GLS inh: qHTS for Inhibitors of Glutaminase (GLS). Glutaminase kidney isoform, mitochondrial (Homo sapiens), O94925. GLS enzymatic activity, qHTS titration. Potency, µM (highest dose often 45.5 µM), without a hit: at the top dose activity change, negative = inhibition, usual class: inhibitors. 0.21% of 410,000 active. AID 624170, 2012; also: potency is read from the fitted curve at half-maximal effect; % is scaled to controls: 0 for no effect and ±100 for the full control effect
#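 Human kidney-isoform GLS in 45 mM KH2PO4 pH 8.2, 0.02% Tween-20, with compound, started with 1mM L-Glutamine (added stock). Glutamate oxidase/HRP/Amplex red coupled fluorescence read at start and after 30 min at RT.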
# TrxR1 substrate: qHTS Assay for Substrates of Mammalian Selenoprotein Thioredoxin Reductase 1 (TrxR1): qHTS | Thioredoxin reductase 1, cytoplasmic (Rattus norvegicus), O89049 | purified TrxR1 substrate turnover, NADPH consumption readout | Potency, µM (doses to about 114 µM), for inactives: at the highest dose activity change, negative = substrate turnover | 0.01% of 390,000 active; also: potency is read from the fitted curve at half-maximal effect; % is scaled to controls: 0 for no effect and ±100 for the full control effect; nearly all actives have a fitted effect of over 50% in size
#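 Rat TrxR1, dispensed at 90 nM, was prereduced with 400 uM NADPH (final) for 5 min at ~22 deg C, then incubated with compound 15 min before 400 uM selenite. A first-read NADPH fluorescence drop versus no-compound background flagged substrates.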
# * marks the source's active call; other numbers are inactive results; i = inactive; ? = inconclusive; . = no result given; [ ] = dose if it differs, or a comment. Unless noted, calls follow the shape of the dose curve; as a rule, active = well fitted curve in the direction sought with a large enough effect; inconclusive = small, poorly fitted or top-dose-only effect, or another doubt; inactive = no such curve, though single readings can be large; an effect the other way counts as inactive or inconclusive. Some of the compounds tested; count on the stated rates, not on these rows.
canonical_smiles,mIDH1 inhibitor,TrxR1 substrate,GLS inh,rTrxR1 inhibitor,Tb PGK inh,PI4K2A block,HP1b binding inh,Pin1 inhibitor,USP1 inh
CCOC(=O)c1sc(=NC(=O)c2ccc(S(=O)(=O)N3CC(C)OC(C)C3)cc2)n(C)c1C (configuration not stated),-3%,19%,-3%,3%,3%,7,24%,1%,3%
CN1CCc2c(sc(NC(=O)c3ccc(C(=O)c4ccccc4)cc3)c2C(N)=O)C1,-10%,-6%,12%,-7%,5%,-2,44%[activator],?,-6%
CNC(=O)CSc1nnc(-c2ccccn2)n1Cc1ccco1,-10%,-4%,2%,10%,0%,3,33%,-11%,-12%
Cc1nc2ccccc2nc1SCC(=O)N1CCC(C)CC1,-1%,2%,-5%,13%,-1%,-1,25%,-2%,-18%
COc1cc2nc(N(CCN(C)C)C(=O)c3ccc4ccccc4c3)sc2cc1OC,6%,5%,13%,12%,-5%,-8,?,2%,-11%
CC(=O)OC(C(=O)NC1CCCCC1)c1ccc(Cl)cc1 (configuration not stated),1%,-2%[57.1 µM],-5%,12%[57.1 µM],i,5,27%,1%,-3%
O=C(CSc1nnc(-c2cnccn2)n1Cc1ccco1)c1ccc(Cl)cc1,0%,6%,3%,13µM*,i,-17,21%,3%,-9%
O=C(Nc1cc(S(=O)(=O)N2CCOCC2)ccc1N1CCOCC1)c1ccc([N+](=O)[O-])s1,-2%,3%,-1%,1%,-1%,-6,29%,-1%,-23%
CC(Oc1ccc(Cl)cc1Cl)C(=O)NC(=S)N1CCc2ccccc21 (configuration not stated),-5%,-2%,25%,-14%[57.1 µM],-1%,-7,17%,-1%,1%
COc1cccc(/C=C/C(=O)Nc2cc(S(=O)(=O)N3CCOCC3)ccc2OC)c1,4%,-6%,-4%,-10%,1%,1,26%,4%,-15%
CC(=O)N1c2ccc(S(=O)(=O)NCC3CCC(C(=O)Nc4cccc(C)c4C)CC3)cc2CC1C (configuration not stated),-21%,4%,-6%,4%,-2%,3,32%,152%[activator],1%
Cc1cccc(NC(=O)Cn2c(=O)oc3cc(S(=O)(=O)NCc4ccccc4)ccc32)c1,-10%,0%,-2%,8%,-6%,-1,43%[activator],14%,-23%
N#CCN1C(=S)N=C(Nc2cccc(Cl)c2)C12CCCCC2,3%,9%[57.1 µM],7%,18%[57.1 µM],2%,9,32%,2%,3%
CC1CCCN(C(=O)c2ccc3c(=O)n(Cc4ccc5c(c4)OCO5)c(=S)[nH]c3c2)C1 (configuration not stated),5%,5%[57.1 µM],-9%,9%[57.1 µM],i,0,24%,56%[activator],-16%
Cc1ccc(CNC(=O)c2cc(-c3ccc(C)c(C)c3)nc3ccccc23)cc1,16%,-1%[57.1 µM],-8%,13%[57.1 µM],-7%,2,36%,-11%,-26%
CC(=O)N1CCc2cc(S(=O)(=O)NC(Cc3ccccc3)C(=O)NC3CCCCCC3)ccc21 (configuration not stated),-1%,3%,0%,9%,.,1,26%,-10%,-9%
CN(Cc1ccn[nH]1)C(=O)C1CCC(=O)N(Cc2cccc(C(F)(F)F)c2)C1 (configuration not stated),14%,-4%,-2%,-4%,i,-2,40%[activator],2%,-18%
CCOc1ccc(S(=O)(=O)N2CCCC2)c2ccccc12,13%,.,-11%,.,-5%,0,.,.,-29%
Cc1sc2nc(SCC(=O)NCc3ccco3)n(Cc3ccccc3)c(=O)c2c1C,1%,0%,-1%,-1%,-7%,-1,17%,11%,-2%
COc1ccc(CNC(=O)c2nn(-c3ccccc3)cc2OC)cc1,9%,-2%,5%,4%,-8%,-3,13%,-6%,-7%
O=C1CC(c2nnc(Cc3ccc(F)cc3)o2)CN1c1ccccc1 (configuration not stated),-14%,-1%,20%,1%,11%,-1,6%,23%,-9%
C=CCOc1c(Cl)cc(C(=S)N2CCCC2)cc1OCC,4%,5%,2%,6%[57.1 µM],2%,2,13%,10%,-17%
COC(=O)c1cc(C(=O)Nc2cc(C)on2)cc([N+](=O)[O-])c1,8%,-5%,-7%,21%[57.1 µM],-10%,0,55%[activator],-3%,-19%
Cn1cc(-c2nnc(-c3ccccc3)o2)c2ccccc21,-1%,39%[activator],-20%,19%,3%,-4,33%[activator],4%,-5%
Cc1ccc(C)c(N(C(=O)Cn2nnc(-c3cccs3)n2)C(C(=O)NC2CCCC2)c2ccncc2)c1 (configuration not stated),-12%,0%,-16%,12%,5%,-3,4%,-2%,-16%
COc1ccc(NC(=O)C(C)N2CCN(C)CC2)cc1 (configuration not stated),-1%,7%,8%,17%,0%,-2,-20%,?,?
CCn1c(=O)c(C(=O)NCc2ccc3c(c2)OCO3)c(O)c2ccccc21,3%,8%[57.1 µM],0%,21%[57.1 µM],i,2,49%,-7%,-14%
COc1ccc(C(=O)NC(C)c2nnc(SCC(=O)NC3=NCCS3)n2C)cc1 (configuration not stated),-4%,6%,-9%,22%,0%,-2,26%,0%,?
COc1cc(C2c3sc(=O)[nH]c3SC3C(=O)N(c4ccc(Br)cc4)C(=O)C32)ccc1O (configuration not stated),-9%,5%,23%,13%,0%,-2,-10%,-5%,-22%
CCn1c2ccccc2c2cc(NC(=O)COc3cc(C)c(Cl)c(C)c3)ccc21,-7%,-5%,-10%,4%,-1%,0,22%,-3%,8%
COc1ccc(NC(=O)CC(c2ccc(F)cc2)c2ccc(OC)cc2)cc1 (configuration not stated),2%,-8%,8%,5%[57.1 µM],i,-1,28%,2%,-15%
CN1C(CC(=O)Nc2ccc(Cl)cc2Cl)c2ccccc2CC1(C)C (configuration not stated),2%,-7%,1%,-5%[57.1 µM],0%,1,28%,0%,-21%
C=CCNC(=O)/C(C#N)=C/c1c(N2CCN(c3cccc(Cl)c3)CC2)nc2c(C)cccn2c1=O,-2%,61%,-8%,10%[57.1 µM],-2%,2,-4%,-2%,-18%
CC(=O)C[C@@H](O)CC(=O)[C@H]1OC(=O)CCCCCc2ccccc21,-2%,6%,0%,8%,7%,2,71%[activator],4%,-22%
O=C(Nc1ccc(F)c(F)c1)C1=COCCO1,6%,1%,-1%,5%,i,-2,27%,-8%,-1%
COc1ccc(CCNC(=O)Cn2c(=O)c3cccn3c3cccnc32)c(OC)c1OC,1%,6%,-4%,13%,-8%,-3,11%[57 µM],16%,-19%
c1ccc(-c2nn3cnnc3c3ccccc23)cc1,15%,-5%,-8%,9%,-10%,2,71%[activator],-3%,-24%
CC(NCC(=O)NCCc1ccc(S(N)(=O)=O)cc1)c1ccc(F)cc1 (configuration not stated),3%,-1%,0%,13%,-3%,0,15%,-1%,2%
CCONC(=O)Nc1ccccc1[N+](=O)[O-],1%,-8%,14%,5%[0.0914 µM],-9%,0,24%,1%,0%
CC(C)C[C@H](NC(=O)c1nc[nH]c1C(=O)N1CCN(c2ccccc2)CC1)C(=O)OCc1ccccc1,-1%[38.3 µM],-9%,12%,0%,-1%,-2,2%,22%,-20%
CC1(C(=O)NC2CCCCC2)CCC(=O)N1Cc1ccc2c(c1)OCO2 (configuration not stated),1%,4%,4%,13%,-1%,-2,-4%,-11%,-14%
CCOC(=O)C(O)(CC(=O)Nc1cc(F)ccc1C)C(F)(F)F (configuration not stated),-1%,-5%,-18%,3%,0%,5,3%,-4%,-4%
NC(=O)C1CCCN(S(=O)(=O)c2ccccc2)C1 (configuration not stated),1%,10%,1%,12%,.,-2,28%,-1%,-22%
COc1ccc(COC(=O)c2ccc(S(=O)(=O)N3CCCCC3)cc2)cc1OC,0%,0%,-3%,1%,-9%,4,37%,-6%,-17%
CCCCOCCCNC(=O)c1ccc(OCC)cc1,6%,9%[57.1 µM],-1%,18%[57.1 µM],-8%,13,35%,-1%,-16%

# Single entries from the entries so far:
# TrxR1 substrate result of `C=CCNC(=O)/C(C#N)=C/c1c(N2CCN(c3cccc(Cl)c3)CC2)nc2c(C)cccn2c1=O` = 61%
# TrxR1 substrate result of `CCCCOCCCNC(=O)c1ccc(OCC)cc1` = 9%[57.1 µM]
